Mm-Cpn inhibitor – M. maripaludis TRiC chaperonin inhibition. Potency, µM (highest dose often 76.9 µM), for the others: at the top dose activity, negative = inhibition, most hits filed as inhibitors. AID 504842. actives 0.031% (n = 330,000). purified Mm-Cpn ATPase, ADP Transcreener TR-FRET; note: potency is the fitted concentration of half-maximal effect; % is set by controls: 0 for no effect and ±100 for the full control effect; nearly all actives have a fitted effect of over 80% in size
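TR-FRET (320 nm excitation; 590 and 665 nm emission) reports ADP made from 10 uM ATP by 25 nM enzyme; compounds were preincubated 10 min, reaction run 30 min, both at 37°C.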
Nrf2 ARE act – activators of Nrf2 (ARE) signaling | actives 0.31% (n = 410,000) | Potency, µM (top dose mostly 46.1 µM), inactives show at the highest dose activation, hits mostly activators | AREc32 ARE-luciferase reporter (MCF7-derived line), luminescence, 24 h | AID 624171; note: potency is the fitted concentration of half-maximal effect; % of control where 0% means no effect; nearly all actives have a fitted effect of over 65% in size
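Reporter line AREc32 (ARE-Fluc), seeded overnight in OPTI-MEM with 5% FBS; compound pin-transferred, 24 hr at 37 deg C, 5% CO2; luminescent read-out.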
Abeta yeast res – A-beta toxicity reversal in yeast; AID 1347071; yeast expressing A-beta42, growth rescue, OD600, 48 h; response scale: 0% DMSO, 100% iron-clioquinol control; Potency, µM (titrated, usually from 46.1 µM), inactives show at the highest dose growth rescue, actives largely listed as activators; actives 0.063% (n = 410,000); note: potency is the fitted concentration of half-maximal effect; nearly all actives have a fitted effect of over 55% in size
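Growth rescue measured by 600 nm absorbance after 48 h yeast culture at 30 C with compound. Values normalized between DMSO and an equimolar ferric chloride plus clioquinol control.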
Nrf2 inh – Nrf2 pathway inhibition. A549 ARE-Fluc reporter, luciferase luminescence, 18-24 h. actives 2.1% (n = 360,000). Potency, µM (top dose mostly 46 µM), inactives show at the top dose activity change, negative = inhibition, actives largely listed as inhibitors. AID 504444; note: potency is the fitted concentration of half-maximal effect; % is set by controls: 0 for no effect and ±100 for the full control effect; nearly all actives have a fitted effect of over 60% in size
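In this cell-based qHTS, ARE-driven firefly luciferase in A549 cells reports Nrf2 activity; the luminescent signal after BugLite lysis is the measured value, with a prior CellTiter-Fluor read for cell health.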
pAkt inh – blocks phosphorylation of Akt. actives 0.32% (n = 360,000). Neuro2A IGF-stimulated pAkt S473 HTRF, 20 min; stronger effect = lower value. activity change, % for hits at 50 µM. AID 651550; in the data active = activity change below about -80%; inconclusive = mostly about -51% to -80%; note: % is set by controls: 0 for no effect and ±100 for the full control effect
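Neuro2A cells in DMEM with 0.5% FBS, overnight at 37 deg C, given compound at single 50 µM final, then IGF (6 nM final) for 20 min at 37 deg C. Lysed; phospho-Akt Ser473 by HTRF after 24 h, 665/615 ratio.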
HepG2 viability – kills HepG2 cells in TGF-b inhibitor counter-screen | HepG2 CAGA-GFP viability, ATP luminescence, 18 h | Potency, µM (titrated, usually from 46.1 µM), for inactives: at the top dose activity change, negative = cytotoxicity, most hits filed as cytotoxic | actives 0.76% (n = 410,000) | AID 588856; note: potency is the fitted concentration of half-maximal effect; some results filed as inactive show a strong effect at the top dose
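CellTiter-Glo luminescence gave cytotoxicity after 18 hours at 37 degrees C. The cells were HepG2 CAGA-GFP in 1% FBS DMEM, stimulated with 500 pg/mL TGF-beta after compound addition. %Activity was normalised to no-cell wells (complete cell-killing) and DMSO (no toxicity), and curves were fitted and classified.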
A549 tox – kills or reduces viability of A549 cells in Nrf2 counter-screen; A549 ARE-Fluc cells, CellTiter-Fluor viability, 18-24 h; Potency, µM (titrated, usually from 46 µM), without a hit: at the top dose activity change, negative = cytotoxicity, hits mostly inhibitors; AID 504648; actives 0.16% (n = 390,000); note: potency is the fitted concentration of half-maximal effect; % is set by controls: 0 for no effect and ±100 for the full control effect
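Cytotoxicity counterscreen: CellTiter-Fluor fluorescence was measured in A549 ARE_Fluc cells after 18-24 h of compound exposure in a concentration series. The subsequent BugLite luminescent read reports ARE-luciferase activity.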
CCT chaperon mod – changes cytosolic chaperonin activity; purified chaperonin ATPase assay, HTRF ADP detection, 30 min; activity change, % (no concentration beside the values), hits read low; actives 0.3% (n = 360,000); in the data active = activity change below about -30%; note: % is set by controls: 0 for no effect and ±100 for the full control effect
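TRiC at 40 or 20 nM final (batch-dependent) in 30 mM Tris pH 7.4, 100 mM KCl, 5 mM MgCl2, 1 mM DTT, with compound at single 76 uM and 10 uM ATP, 30 min at 37 deg C. ADP detected by HTRF Transcreener, 665/615 ratio.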
TGFb inhibitor – inhibitors of TGF-b signaling; HepG2 CAGA-GFP TGF-b/SMAD3 reporter, GFP fluorescence, 18 h; TGF-beta stimulated, 500 pg/mL final; Potency, µM (series often up to 46.1 µM), without a hit: top-dose activity, negative = inhibition, hits mostly inhibitors; actives 1.2% (n = 410,000); note: potency is the fitted concentration of half-maximal effect; % is set by controls: 0 for no effect and ±100 for the full control effect; nearly all actives have a fitted effect of over 65% in size
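Read-out: total well GFP (ex488/em500-530) summed from mean per-cell fluorescence. Cells: HEPG2 CAGA-GFP, 1% FBS DMEM, 18 h at 37 degrees C with 500 pg/mL final TGF-beta. Unstimulated wells served as the full-inhibition control; stimulated DMSO wells = 0%.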
Starred values were filed as active, the others as inactive; i = inactive; ? = inconclusive; / = not tested or not shown. Unless noted, calls come from the whole dose curve; as a rule, active = well fitted curve in the direction sought with a large enough effect; inconclusive = small, poorly fitted or top-dose-only effect, or another doubt; inactive = no such curve, though single readings can be large; an effect the other way counts as inactive or inconclusive.

SMILES | Mm-Cpn inhibitor | Nrf2 ARE act | Abeta yeast res | Nrf2 inh | pAkt inh | HepG2 viability | A549 tox | CCT chaperon mod | TGFb inhibitor
Cc1ccc(NC(=O)CCn2nc([N+](=O)[O-])cc2C)nc1 | -1% | -0.5% | -10% | -19% | i | -7% | 3% | -2.2 | -6%
COC(=O)C(CCCN1C(=O)c2ccccc2C1=O)(NC(C)=O)c1nn[nH]n1 (centres undefined) | 2% | -0.5% | -4% | 13% | i | -24% | -1% | 2.0 | ?
COc1ccc(S(=O)(=O)N2CCCC2C(=O)NCc2ccccc2Cl)cc1 (centres undefined) | 2% | 0.0% | 10% | -16% | i | -33% | 5% | -1.0 | ?
O=C(O)c1cc(S(=O)(=O)O)ccc1O | -2% | -0.4% | -17% | -14% | i | 0% | 1% | -1.9 | 13%
O=C(CN1C(=O)CNC1=O)Nc1ccc(Cl)cc1 | -1% | -0.5% | 5% | -19% | i | -4% | -14% | -3.8 | 0%
CCOc1ccc(NC(=O)CCS(=O)(=O)c2cc3c4c(c2)CCN4C(=O)CC3)cc1 | / | -1.2% | -1% | ? | / | -14% | 6% | / | -20%
CCOC(=O)c1cc2sccc2n1CC(=O)N1c2ccccc2CC1C (centres undefined) | 1% | 0.7% | 9% | -20% | i | -31% | ? | -2.6 | -1%
Cc1ccccc1-c1ccc(Nc2ccc(N3CCOCC3)cc2)nn1 | -1% | 2.4% | 15% | 3% | i | -18% | -4% | -0.5 | -10%
CC(=O)N1CCC(C(=O)NCCOc2cccc(C)c2)CC1 | 1% | 0.3% | -2% | -2% | i | -4% | -2% | 0.2 | -5%
C[C@@H]1CN([C@@H](C)CO)C(=O)CCCn2cc(nn2)CO[C@H]1CN(C)C(=O)c1cc(-c2ccccc2)on1 | / | 0.4% | -4% | / | i | 4% | / | 0.3 | 17%
Cc1cc(C)nc(NS(=O)(=O)c2ccc(NC(=O)C(C)C)cc2)n1 | 0% | -1.0% | -7% | 5% | i | -6% | 1% | -0.8 | 9%
Cc1c(C=O)c2ccccc2n1CCOc1ccccc1F | -8% | 2.6% | 9% | -24% | i | -8% | -18% | 1.0 | ?
O=C(COC(=O)c1ccc(F)cc1F)Nc1ccc(S(=O)(=O)N2CCOCC2)cc1 | / | 0.4% | 0% | / | i | -5% | / | 0.4 | 10%
Cc1cccc(OCCCCn2c(CO)nc3ccccc32)c1 | -4% | 0.7% | -23% | ? | i | -12% | -3% | -5.4 | -14%
c1ccc2c(c1)COc1c3ncccc3nn1-2 | / | 6.3% | -2% | / | i | -6% | / | -3.1 | -2%
O=C(OCc1nnc(-c2ccc(Cl)cc2)o1)c1ccncc1 | -4% | 3.4% | -14% | 15% | i | 2% | -1% | 1.2 | -11%
Cc1ccc(S(=O)(=O)NCC(=O)NCC(=O)NCCc2ccccc2F)cc1C | -23% | -0.6% | 8% | -9% | i | -1% | 0% | -3.4 | 1%
COc1ccc(C2=NOC(C)(c3nnc(-c4ccc(Cl)cc4)o3)C2)cc1 (centres undefined) | / | -0.2% | -20% | -12% | i | -17% | 4% | -3.8 | -4%
COc1cc(/C=C/C(=O)NC(=O)c2ccccc2O)ccc1O | 2% | ? | -4% | ? | i | -1% | -17% | 1.2 | -2%
COCc1cc(C)n(CC(=O)OC)c(=O)c1C#N | 0% | 0.0% | -10% | 8% | i | 24% | -4% | -1.5 | -2%
Cc1noc(C)c1S(=O)(=O)Nc1ccc2c(c1)C(=O)N([C@H](C)CO)C[C@@H](C)[C@@H](CN(C)Cc1ccc3c(c1)OCO3)O2 | 2% | 0.7% | 5% | 1% | i | -20% | -3% | 0.4 | -1%
CCOCCCNC(=O)C(NC(=O)c1ccc(NC(C)=O)cc1)c1ccc(Cl)cc1 (centres undefined) | -1% | 3.3% | -8% | -1% | i | 16% | 2% | 1.9 | -2%
CCN1CCN(C(=O)COCc2cc(-c3ccc4c(c3)OCO4)on2)CC1 | 3% | 0.3% | 5% | ? | i | -3% | 14% | -2.5 | 19%
COc1cccc(NC(=O)CSc2nc(O)c(C/C=C/c3ccccc3)c(=O)[nH]2)c1 | / | 2.4% | -8% | 16% | / | 0% | -5% | / | -11%
COc1ccc2c(c1)c(=O)oc1cc(OCC(=O)N3CCc4ccccc4C3)ccc12 | 1% | -0.1% | 8% | ? | i | -2% | / | 0.1 | -9%

Arranged by the number under Mm-Cpn inhibitor (descending): some entries from above.
| SMILES | Mm-Cpn inhibitor | Nrf2 inh | pAkt inh | CCT chaperon mod | TGFb inhibitor |
| --- | --- | --- | --- | --- | --- |
| CC(=O)N1CCC(C(=O)NCCOc2cccc(C)c2)CC1 | 1% | -2% | i | 0.2 | -5% |
| CCOCCCNC(=O)C(NC(=O)c1ccc(NC(C)=O)cc1)c1ccc(Cl)cc1 (centres undefined) | -1% | -1% | i | 1.9 | -2% |
| Cc1c(C=O)c2ccccc2n1CCOc1ccccc1F | -8% | -24% | i | 1.0 | ? |

Going on with the list.
SMILES | Mm-Cpn inhibitor | Nrf2 ARE act | Abeta yeast res | Nrf2 inh | pAkt inh | HepG2 viability | A549 tox | CCT chaperon mod | TGFb inhibitor
CC(C)C(NS(=O)(=O)c1ccccc1)C(=O)OCC(=O)NNC(=O)c1ccccc1 (centres undefined) | 0% | 0.2% | 12% | 6% | i | -7% | 7% | 1.9 | 1%
CCOC(=O)c1ccc(N2C(=O)CC(N3CCN(C/C=C/c4ccccc4)CC3)C2=O)cc1 (centres undefined) | -3% | 2.1% | 15% | -2% | / | 2% | -3% | 2.2 | 5%
O=C(NCc1cccs1)Nc1cccs1 | 2% | 2.7% | 15% | 14% | -114%* | 3% | 1% | 0.6 | -1%
Cc1cc(=O)oc2cc(Oc3ccc([N+](=O)[O-])cc3C(F)(F)F)ccc12 | / | 0.9% | -10% | -12% | i | -33% | -3% | 0.0 | -15%
Cc1ccc2[nH]c3c(c2c1)CCCC3NC(=O)CCl (centres undefined) | 0% | 7.7% | 28% | ? | i | 18µM* | -13% | 1.1 | ?
O=C(CSc1cn(CCNC(=O)c2c(F)cccc2F)c2ccccc12)Nc1ccc2c(c1)OCCO2 | / | 0.3% | -10% | -18% | / | -16% | -5% | / | ?
CCCn1cnnc1CNC(=O)[C@H]1O[C@@H](n2cnc3c(N)ncnc32)[C@H](O)[C@@H]1O | / | -0.4% | 9% | / | i | -7% | / | 1.4 | 7%
Cc1nn(-c2ccc(N3CCCC3)nn2)c(C)c1CCC(=O)Nc1ccc(F)cc1F | / | 3.4% | -5% | ? | / | -8% | 0% | / | -16%
C=CCOc1ccc(CNn2cn[nH]c2=S)cc1OC | 2% | -0.7% | 9% | -3% | i | -5% | -4% | -0.3 | 0%
CCc1c(C)nc(N)nc1OCC(F)(F)C(F)F | 0% | 0.3% | 3% | -2% | i | -3% | -1% | 1.0 | -12%
COc1ccc(S(=O)(=O)N(CCC(N)=O)Cc2ccco2)cc1OC | 0% | -0.5% | 8% | -9% | i | 22% | 1% | 0.9 | 8%
CCOc1ccc(C(=O)OCc2cc(=O)n3cc(C)sc3n2)cc1 | / | 0.6% | -20% | ? | / | 0% | -4% | / | ?
CCN1CCN(C(=O)CS(=O)Cc2nc(-c3ccc(OC)cc3)oc2C)CC1 (centres undefined) | -1% | 0.8% | 5% | 14% | i | 6% | -12% | -0.4 | 7%
Cc1ccc(CNS(=O)(=O)c2ccc3c(c2)n(C)c(=O)c(=O)n3C)cc1 | -5% | 0.3% | 6% | 15% | i | 2% | -8% | 0.2 | 26%
Cc1cc2nc(N3C(=O)CNC3=S)sc2cc1C | -1% | 15% | -12% | ? | i | -36% | -4% | 0.2 | ?
NC(=O)C1CCN(C(=O)/C(=C/c2ccco2)NC(=O)c2ccccc2)CC1 | 0% | -0.3% | -16% | 12% | i | -26% | 2% | -3.9 | -4%
O=C(CSc1nccn1Cc1ccccc1)NCc1ccccc1 | 2% | 0.4% | 4% | 9% | i | 3% | 16% | -22 | 7%
FC(F)(F)C(F)(F)c1nc2nc(Cl)c(Cl)nc2[nH]1 | / | 5.6% | -16% | / | i | -15% | / | 1.7 | -18%
C=CCNCCOCCSc1ccc(Cl)cc1 | 0% | 0.5% | 12% | -2% | i | -3% | 0% | -2.7 | 28%

Three entries already listed, arranged by number of heavy atoms, lowest first:
SMILES | Mm-Cpn inhibitor | Nrf2 ARE act | Abeta yeast res | Nrf2 inh | pAkt inh | HepG2 viability | A549 tox | CCT chaperon mod | TGFb inhibitor
FC(F)(F)C(F)(F)c1nc2nc(Cl)c(Cl)nc2[nH]1 | / | 5.6% | -16% | / | i | -15% | / | 1.7 | -18%
Cc1ccc2[nH]c3c(c2c1)CCCC3NC(=O)CCl (centres undefined) | 0% | 7.7% | 28% | ? | i | 18µM* | -13% | 1.1 | ?
NC(=O)C1CCN(C(=O)/C(=C/c2ccco2)NC(=O)c2ccccc2)CC1 | 0% | -0.3% | -16% | 12% | i | -26% | 2% | -3.9 | -4%
